Source: PubChem
Hsp70 displacement: Hsp70 inhibitors, probe displacement, primary screen, biochemical, fluorescence polarization (AID 583). 140,000 tested, 0.06% active. one-dose displacement, % at 20 µM; IC50 in µM for titrated hits. Hsp70 fluorescence polarization probe displacement, mP; higher % means a stronger effect; in the data active = displacement above about 50%;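 note: plate controls were vehicle for no effect and reference ligand for full effect; a part of the inactive calls stands beside numbers as strong as those of hits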
Rat MKP-3 inhibitors: MKP-3 phosphatase inhibitors, primary screen, biochemical, rat enzyme, in vitro (AID 425) | 110,000 tested, 0.17% active | recombinant MKP-3 phosphatase activity, fluorescence; higher % means a stronger effect | inhibition, % at 20 µM, or IC50 in µM where a hit was titrated; in the data active = inhibition above about 50%;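 note: plate controls were vehicle for no effect and reference inhibitor for full effect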
Active calls of the source: *; · = not tested or not shown; & = joins results of further samples.

Rat MKP-3 inhibitors	Hsp70 displacement	Molecule
2.5%	-0.8%	CC(NC(=O)CSc1nc2ccc([N+](=O)[O-])cc2s1)c1ccccc1 (stereo not given)
2.3%	0.4%	CC(=O)N(C)c1ccc(NC(=O)c2ccccc2I)cc1
2.5%	-0.4%	Cc1ccc(-c2ccc(OCC(=O)Nc3ccccc3F)cc2)cc1
1.7%	-4.6%	O=C(NCCNc1ccccc1[N+](=O)[O-])c1ccc(Br)cc1
-1.0%	2.3%	O=C(N/N=C/c1ccco1)c1ccccc1
1.0%	-0.6%	O=C(O)c1ccc(CSc2nc3ccccc3o2)cc1
-1.4%	2.4%	O=C1NN(c2ccccc2)C(=O)/C1=C/c1cccc2ccccc12
-7.2%&0.6%	3.0%&4.7%	O=C(CSc1ncn[nH]1)NCCOc1ccccc1
1.0%	-1.1%	CCOc1ccc(/C=C2\C(=O)NC(=O)N(c3ccc(Cl)cc3)C2=O)cc1Br
·	0.0%	COc1ccc(OCCOC(=O)c2ccc(-n3cnnn3)cc2)cc1
-4.5%	0.5%	CCN(C(C)=O)c1nc(CSc2nnc(NC(C)C)s2)cs1
0.5%	2.1%	Cc1cc(-c2ccc(C=C3C(=O)N(C)C(=O)N(C)C3=O)o2)c([N+](=O)[O-])cc1C
-4.9%	-0.6%	C=CCOC(=O)C1=C(C)N=C2SCCC(=O)N2C1c1cccs1 (stereo not given)
-1.7%	0.6%	COc1ccc(C2CC(C(F)(F)F)n3nc(C(=O)Nc4cccc(O)c4)c(Cl)c3N2)cc1OC (stereo not given)
-8.2%	-2.4%	COc1cc(OC)cc(-c2cc(NC(C)=O)n[nH]2)c1
1.1%	2.0%&6.8%	COc1ccc(OC)c(C(=O)c2ccccc2)c1
0.9%	-0.5%	O=C(Nc1ccc(Br)cc1)c1ccc([N+](=O)[O-])cc1
-7.9%	4.5%	COc1ccc(OC)c(S(N)(=O)=O)c1
-9.4%	2.8%	CN(Cc1ccccc1)C(=O)CNC(=O)Cn1cnc2ccccc2c1=O
·	8.2%	COc1cc(CC(=O)NCc2ccccn2)cc(OC)c1OC
-16.1%	1.4%	CCOC(=O)C1CCN(C(=O)c2ccc(Cl)c(Cl)c2)CC1
·	-1.5%	O=C(CSc1ncn[nH]1)Nc1nc(-c2ccccc2)cs1
4.0%	1.8%	O=C(c1ccc(Br)o1)N1CCN=C1SCc1cccc(F)c1
·	-1.8%	CC1(C)CC(=O)C(C2C3=C(CC(C)(C)CC3=O)Oc3ccccc32)=C(O)C1 (stereo not given)
0.4%	0.9%	COc1cc(/C=N/N2CCN(Cc3ccc(C)cc3)CC2)cc(OC)c1O
1.2%	2.1%	COc1ccc(NC(=O)CSc2ccccc2N)c([N+](=O)[O-])c1
-1.8%	2.4%	Cc1cccc(-n2sc3c(c2=S)-c2ccccc2NC3(C)C)c1C
-6.6%	-1.4%	O=C(Nc1ccc(CN2CCOCC2)cc1)c1cc2ccccc2oc1=O
2.2%	5.9%	NC(=O)c1cccc(N=Cc2c[nH]c3ccccc23)c1
-0.7%	-0.4%	CC(=O)Nc1ccc(S(=O)(=O)N2CCN(c3ccc([N+](=O)[O-])cc3)CC2)cc1

(cont.)
Rat MKP-3 inhibitors	Hsp70 displacement	Molecule
0.4%	-0.6%	CN1CCN(C(=O)c2ccc(-c3ccccc3)cc2)CC1
·	2.5%	O=C(NCCN1CCOCC1)Nc1ccccc1
0.4%	0.8%	CC(=O)c1c(NCCc2ccccc2)cc(C)oc1=O
·	1.8%	CCc1nnc(NC(=O)CSc2nnc(CNc3cccc(Cl)c3)n2CC)s1
2.1%	0.9%	COc1cc(C(=S)N2CCOCC2)cc(OC)c1OC(=O)c1cccc([N+](=O)[O-])c1
5.2%	7.7%	CC(C)(C)c1ccc(OCCOc2ccccc2C=C2C(=O)NC(=S)NC2=O)cc1
0.5%	-5.1%	COc1ccc(C(NC(=O)Cc2ccccc2)c2ccc(OC)cc2)cc1
1.6%	-2.3%	CCCCN(CC)CCCNC(=O)CC1Nc2ccccc2NC1=O (stereo not given)
4.1%	-2.9%	O=C(O)c1ccc(/C=c2\sc3n(c2=O)CCN=3)cc1
0.6%	1.2%	O=C(CC1Sc2ncnn2C1=O)Nc1ccc(Br)cc1 (stereo not given)
-9.0%	5.3%	Cn1c(=O)cc(SCC(=O)N2CCN(C(=O)c3ccco3)CC2)c2ccccc21
-15.6%	0.3%	O=S(=O)(Nc1ccc(S(=O)(=O)N2CCCCC2)cc1)c1cccs1
6.1%	1.6%	COc1ccc(CN2CCN(Cc3cccc(Cl)c3)CC2)cc1OC
·	0.4%	O=C1c2ccccc2CN1CCNS(=O)(=O)c1ccc2ccccc2c1
·	4.0%	COc1ccc2c(C)cc(N3CCOCC3)nc2c1
2.3%	-2.3%	COc1cc([N+](=O)[O-])ccc1NC(=O)COc1cccc(C)c1
0.4%	-2.3%	CC(=O)N1CCc2cc(S(=O)(=O)NC(CC(C)C)C(=O)Nc3ccc4c(c3)OCCO4)ccc21 (stereo not given)
0.4%	2.3%	O=C(CCOc1ccccc1)NCc1ccccc1
·	3.8%	CCc1nnc(NC(=O)c2ccc(S(=O)(=O)N3CCCc4ccccc43)cc2)o1
·	-2.0%	COc1ccc(/C(O)=C2/C(=O)C(=O)N(Cc3cccnc3)C2c2ccco2)cc1OC (stereo not given)
-4.5%	3.5%	CCOC(=O)c1c(N)sc2c1CCC(C)C2 (stereo not given)
2.4%	-6.6%	COc1ccc(S(=O)(=O)N2CCCC(C(=O)NCc3ccncc3)C2)cc1 (stereo not given)
-5.4%	-4.0%	O=C(CS(=O)(=O)Cc1ccccc1)Nc1nc2ccccc2s1
-2.1%	·	O=S(=O)(Cc1ccccc1)NCc1cccnc1
-10.2%	1.9%	COc1ccc2c(c1)c(=O)cc(C)n2CC(=O)NCc1ccco1
-1.1%	3.5%	Cc1ccc(NC(=O)C(=O)NCCN2CCN(S(C)(=O)=O)CC2)cc1
4.0%	0.4%	O=C(NC12CC3CC(CC(C3)C1)C2)c1cc2ccccc2o1
-12.7%&0.9%	4.8%&5.5%	O=C(O)CP(=O)(c1ccccc1)c1ccccc1
-1.0%&-0.1%	-1.5%&4.7%	COc1ccc(CCNC(=O)c2cnccn2)cc1
1.5%	0.9%	CCOc1cccc(C(=O)Nc2nnc(COc3ccc(Br)cc3)s2)c1

Compound profiles, from the list above. Screens in order: Rat MKP-3 inhibitors, Hsp70 displacement
Entry for CC(=O)N1CCc2cc(S(=O)(=O)NC(CC(C)C)C(=O)Nc3ccc4c(c3)OCCO4)ccc21 (stereo not given) → 0.4%, -2.3%
Entry for O=C1c2ccccc2CN1CCNS(=O)(=O)c1ccc2ccccc2c1 → ·, 0.4%

Carrying on:
Rat MKP-3 inhibitors	Hsp70 displacement	Molecule
-6.6%	6.7%	Cc1ccsc1C1C2=C(CCCC2=O)Nc2ncnn21 (stereo not given)
0.8%	5.5%	CC(C)(C)n1nc2c(c1NC(=O)COc1ccc3ccccc3c1)CS(=O)C2 (stereo not given)
·	1.9%	CCC(=O)N(CCC(c1ccccc1)c1ccco1)Cc1cccs1 (stereo not given)
-7.9%	3.2%	COc1ccc(CC(=O)OCc2cc3cccc(C)c3[nH]c2=O)cc1
5.7%	-0.1%	O=c1nc(/C=C/c2cccc3ccccc23)cc(C(F)(F)F)[nH]1
0.4%	-2.2%	O=C(NC(C(Cl)(Cl)Cl)S(=O)(=O)c1ccccc1)c1ccccc1 (stereo not given)
-0.3%	-1.0%	c1ccc(-n2nnnc2Oc2cccc3cccnc23)cc1
0.1%	1.5%	CCOC(=O)C1=CN(c2ccc(OCC)cc2)C=C(C(=O)OCC)C1c1ccc(OC)c(OC)c1
1.3%	2.6%	Cc1cccc(NC(=O)CC2SC(=NC3CCCCC3)NC2=O)c1 (stereo not given)
·	2.5%	Cc1ccc(N(C(=O)Nc2ccccc2)C2=NCC(C)S2)cc1 (stereo not given)
0.5%	5.7%&-69.2%	Cc1ccc(-c2noc(C3CCCCC3)n2)cc1
4.4%	-2.4%	CC(=O)Nc1ccc(NC(=O)Cn2c(CC(=O)N3CCCC3)nc3ccccc32)cc1
·	-2.3%	CC(C)c1ccc(NC2(C#N)C(=O)Nc3ccccc32)cc1 (stereo not given)
-2.7%	-0.6%	CC(=O)C1C(c2ccco2)c2c(noc2C)CC1(C)O (stereo not given)
6.6%&3.9%	6.0%	CCO/C(C)=C1\C(=O)N(CC)c2ccccc21
-5.5%	-2.7%	CC(NCC1(N2CCOCC2)CCCCC1)C(=O)N1CCc2ccccc21 (stereo not given)
·	-3.8%	O=C(CNC(=O)c1ccc(Cl)cc1Cl)NCCCn1ccnc1
-13.5%	2.3%	CCN(CC)CCN1C(=O)c2oc3ccccc3c(=O)c2C1c1ccc(C)cc1 (stereo not given)
-7.4%	-0.7%	Cc1nn(Cc2ccc(Cl)c(Cl)c2)c(C)c1NC(=O)c1cc(CC(C)C)on1
-9.9%	1.0%	O=C(Nc1nnc(CCc2ccccc2)s1)C1CCCO1 (stereo not given)
3.3%	0.6%	O=C(O)c1cccc([N+](=O)[O-])c1C(=O)Nc1nc2c(s1)CCCC2
-7.8%	38.2%	O=c1c(O)c(-c2cccs2)oc2ccccc12
0.2%	0.1%	C=C(C)CNC(=S)NNC(=O)c1cccc(C)c1
-0.2%	0.5%	CCOc1ccc(C=Nc2ccc3c(c2)nc(C)n3C)cc1
-0.7%	2.4%	CCOc1ccccc1N(CC(=O)NC1CCCC1)C(=O)CCCC(=O)Nc1ccccn1
-5.5%	-4.4%	CCOC(=O)C1CCN(C(=O)c2cc(OCC)c(OCC)c(OCC)c2)CC1
-0.2%	0.4%	CCCOC(=O)c1ccccc1OC(=O)c1ccc([N+](=O)[O-])cc1
11.1%	-2.0%	Cc1[nH]c2ccccc2c1C(=O)/C=C/c1c2ccccc2cc2ccccc12
17.2%	-2.6%	COc1ccc(N2CCN(Cc3cc(=O)oc4cc(-c5ccccc5)c(O)cc34)CC2)cc1
4.1%	-3.9%	O=C(Nn1cnc2ccccc2c1=O)c1ccc(F)cc1Cl

(listing goes on)
Rat MKP-3 inhibitors	Hsp70 displacement	Molecule
1.0%	-3.1%	CCCCN(CCCC)C(=O)c1cccc([N+](=O)[O-])c1
8.6%	7.7%	Cc1ccc(NC(=O)CC2SC3=NCCN3C2=O)cc1 (stereo not given)
1.1%	-4.7%	O=C(Nc1ccc(N2CCOCC2)cc1)c1cc(Br)ccc1Cl
·	0.9%	Cc1cc(C)n(CC(O)Cn2c(C)c(C)c3ccccc32)n1 (stereo not given)
-0.9%	-4.0%	CC(C)NC(=O)C(=O)Nc1ccc2c(c1)OCCO2
1.2%	0.2%	COc1ccc2c(c1OC)C(=O)N(c1ccc(C(C)=O)cc1)C2=O
0.9%	-1.3%	COc1ccc(-c2n[nH]c(=S)n2N)cc1OC
·	9.6%	O=S(=O)(Nc1ccc(N2CCOCC2)cc1)c1ccccc1
-15.7%	-2.4%	O=C(O)CCCCCNC(=O)c1cccc(Br)c1
-2.1%	-8.1%	O=C1C=C(N2CCN(C(=O)c3ccccc3)CC2)C2(CCCCC2)O1
2.0%	4.7%	CCSc1nc2ccccc2n1C(=O)/C=C/c1ccc(OC)c(OC)c1
9.0%	·	O=C(O)c1cc(O)c2c(c1)C(=O)c1cccc(O)c1C2=O
3.2%	1.2%	COc1ccc(Cl)cc1N(CC(=O)NCC(C)C)S(=O)(=O)c1ccc(C)c([N+](=O)[O-])c1
8.4%	0.4%	O=C(/C=C/c1nc2ccccc2[nH]1)c1c(-c2ccccc2)c2cc(Cl)ccc2[nH]c1=O
·	4.8%	Cc1ccnc2nc(C(=O)NCc3cccs3)nn12
-4.2%	2.1%	CSc1nsc(SCC(=O)Nc2ccc3c(c2)OCCO3)n1
-4.0%	2.1%	C=CCNc1nc(NCCO)nc(N2CCCC2)n1
6.4%	-4.3%	CCOC(=O)C1=C(O)/C(=C/c2ccc(OC)c(OC)c2)SC1=Nc1ccc([N+](=O)[O-])cc1
-8.0%	0.7%	COc1cccc(C2/C(=C(\O)c3ccc(OC)c(OC)c3)C(=O)C(=O)N2c2cc(C)on2)c1 (stereo not given)
-16.0%	·	CCC(=O)NCCN1CCN(C(=O)CC)CC1
3.3%	2.1%	COC(=O)c1ccc(C2C(C#N)=C(N)Oc3c2c(C)nn3-c2ccccc2)cc1 (stereo not given)
-17.5%	-27.7%	CCc1ccc(C2C(C#N)=C(N)SC(N)=C2C#N)cc1
-6.5%	0.4%	O=C(O)C1CC=CCC1C(=O)NCc1ccccc1 (stereo not given)
5.4%	-3.2%	CCc1ccc(NC(=O)CSc2nnc(-c3ccccn3)n2C)cc1
-4.5%	1.0%	O=C(O)CCSCC(=O)c1ccc2c(c1)OCCO2
-5.1%	3.9%	CCOc1ccc(N2C(=O)CC(N(O)c3ccccc3)C2=O)cc1 (stereo not given)
-0.1%	1.0%	Nc1ccc(-c2nnc(-c3ccncc3)o2)cc1
-9.6%	2.0%	O=C(c1cccc(C(F)(F)F)c1)N1CCN(C2CCCCC2)CC1

Part of the list above, as comma-separated lines.
compound,Rat MKP-3 inhibitors,Hsp70 displacement
CCc1ccc(NC(=O)CSc2nnc(-c3ccccn3)n2C)cc1,5.4%,-3.2%
O=C(O)CCSCC(=O)c1ccc2c(c1)OCCO2,-4.5%,1.0%

Part of the list above, bar-delimited.
SMILES | Rat MKP-3 inhibitors | Hsp70 displacement
CCOc1ccc(/C=C2\C(=O)NC(=O)N(c3ccc(Cl)cc3)C2=O)cc1Br | 1.0% | -1.1%
COc1ccc(OCCOC(=O)c2ccc(-n3cnnn3)cc2)cc1 | · | 0.0%
CCN(C(C)=O)c1nc(CSc2nnc(NC(C)C)s2)cs1 | -4.5% | 0.5%
Cc1cc(-c2ccc(C=C3C(=O)N(C)C(=O)N(C)C3=O)o2)c([N+](=O)[O-])cc1C | 0.5% | 2.1%
C=CCOC(=O)C1=C(C)N=C2SCCC(=O)N2C1c1cccs1 (stereo not given) | -4.9% | -0.6%

The list is partial. The share of hits here may be higher or lower than overall.
